Pf growth 96h: P. falciparum growth inhibition at 96 hours. P. falciparum luciferase reporter growth, 96 h. Potency, µM (top dose mostly 28.7 µM), without a hit: at the highest dose activity change, negative = inhibition, hits mostly inhibitors. hit rate 6.9% among 320,000. AID 504834; note: potency is the fitted concentration of half-maximal effect; % is set by controls: 0 for no effect and ±100 for the full control effect
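Compounds incubated with erythrocytes infected by luciferase-expressing P. falciparum (2% hematocrit, 0.05% parasitemia final) for 96 hours, 37 C in 5% CO2. Growth inhibition scored as decreased luciferase luminescence.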
Sm TGR block: inhibitors of Schistosoma mansoni thioredoxin glutathione reductase; Q962Y6; purified TGR, DTNB reduction, TNB absorbance 405 nm; Potency, µM (highest dose often 114 µM), inactives show top-dose activity change, negative = inhibition, actives largely listed as inhibitors; hit rate 3% among 360,000; AID 485364; note: potency is the fitted concentration of half-maximal effect; % is set by controls: 0 for no effect and ±100 for the full control effect; nearly all actives have a fitted effect of over 60% in size
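First, TGR (20 nM dispensed) and NADPH were mixed with compound. Second, a 15 min room-temperature incubation followed. Third, further NADPH and then DTNB were added to start the reaction. Finally, TNB absorbance was monitored kinetically.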
Pf growth 48h: inhibits P. falciparum growth in the first generation, 48 h. Potency, µM (titrated, usually from 28.7 µM), without a hit: at the top dose activity change, negative = inhibition, usual class: inhibitors. P. falciparum luciferase growth in erythrocytes, 48 h. hit rate 5.9% among 310,000; note: potency is the fitted concentration of half-maximal effect; % is set by controls: 0 for no effect and ±100 for the full control effect
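Here the parasites carry a stable luciferase gene and grow inside erythrocytes in Albumax-based RPMI medium with compound for one erythrocytic cycle. Activity is scored as loss of luminescent signal.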
Shiga toxin inh: inhibitors of Shiga toxin in Vero cells | inhibition, % at 38.7 µM | AID 2315 | Vero cells, Shiga toxin protein synthesis inhibition reporter | hit rate 9.2% among 290,000; in the data active = inhibition mostly above about 28%, no sharp cut-off; inactive = mostly below about 43%; note: 0% is about no effect
FBPA Giardia inh: blocks Giardia fructose-bisphosphate aldolase activity; A8B2U2; purified Giardia FBPA; Potency, µM (highest dose often 59.6 µM), for inactives: at the top dose activity, negative = inhibition, usual class: inhibitors; hit rate 0.71% among 290,000; note: potency is the fitted concentration of half-maximal effect; % is set by controls: 0 for no effect and ±100 for the full control effect; nearly all actives have a fitted effect of over 55% in size
Target sequence (A8B2U2 whole entry, looked up): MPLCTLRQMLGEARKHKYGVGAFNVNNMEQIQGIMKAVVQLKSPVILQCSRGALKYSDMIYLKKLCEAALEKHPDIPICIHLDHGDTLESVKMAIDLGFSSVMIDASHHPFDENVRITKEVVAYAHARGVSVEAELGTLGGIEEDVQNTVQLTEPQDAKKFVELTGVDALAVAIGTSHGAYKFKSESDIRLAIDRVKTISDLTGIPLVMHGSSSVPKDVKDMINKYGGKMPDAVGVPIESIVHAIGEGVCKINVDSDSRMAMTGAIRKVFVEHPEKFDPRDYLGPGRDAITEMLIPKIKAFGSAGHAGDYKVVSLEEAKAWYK
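40 nM FBPA preincubated 10 min at RT with compound (up to 57.5 uM final), then substrate plus GAPDH/TPI/NAD/arsenate coupling and diaphorase/resazurin added. Fluorescence read after 20 min at RT, 525/598 nm.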
Cycloheximide cs: counter-screen hit for Shiga toxin inhibitors, cycloheximide | cell reporter, cycloheximide protein synthesis inhibition counterscreen | max response, % | hit rate 12% among 300,000 | AID 2314; in the data active = max response mostly above about 13%, no sharp cut-off; inactive = mostly below about 14%; note: read at 38.3 µM for the half of the compounds with a filed dose; 0% is about no effect
Numbers without * were called inactive; ? = inconclusive; / = not tested or not shown; [ ] = dose if it differs, or a comment. Unless noted, calls come from the whole dose curve; as a rule, active = well fitted curve in the direction sought with a large enough effect; inconclusive = small, poorly fitted or top-dose-only effect, or another doubt; inactive = no such curve, though single readings can be large; an effect the other way counts as inactive or inconclusive.

SMILES | Pf growth 96h | Sm TGR block | Pf growth 48h | Shiga toxin inh | FBPA Giardia inh | Cycloheximide cs
COc1ccc(NC(=O)c2cc(-c3ccc(C)cc3)on2)cc1OC | 5.6% | 0.0% | 5.0% | -13.6 | 8.3% | -0.2
CC(=O)Nc1c2c3c(cccc3n(C)c1=O)C(=O)c1ccccc1-2 | 3.3% | -5.2% | ? | -9.9 | 0.1% | -2.0
COc1ccc(NC(=O)CN2CCc3ccccc3C2)c(OC)c1 | ? | -23.0% | 0.9% | -0.7 | 11.4% | 12.8*
COC(=O)NCC(c1ccc2c(c1)OCO2)N1CCN(c2ccc(OC)cc2)CC1 (configuration not stated) | 17.4% | -4.2% | 19.8% | -9.2 | -0.7% | 1.0
CNc1ccccc1C(=O)OC(C)C(=O)Nc1ccc(Cl)cn1 (configuration not stated) | ? | 5.1% | 5.3% | 14.0 | -2.0% | 7.0
C=CCNC(=O)N[C@@H](Cc1ccccc1)C(=O)OC | ? | 13.9% | ? | -0.9 | 5.9% | -1.4
COc1ccc(CCNc2ncnc3[nH]ncc23)cc1OC | 14.7µM* | 5.1% | 2.7% | -8.9 | 6.0% | 8.3
CCc1ccc2[nH]c(=O)c(CN(Cc3ccco3)S(=O)(=O)c3ccc4c(c3)OCCO4)cc2c1 | ? | ? | 16.6% | 34.8 | 4.1% | 9.2
O=C(CSc1c2c(nc3ccccc13)CCC2)N1CCCC1 | ? | -2.9% | -11.3% | -12.0 | -0.6% | 6.4
O=C(NC1CCCCC1)N1CCSC1=Nc1ccccc1 | 72.4%[activator] | -3.4% | 23.7% | -10.4 | 8.4% | -3.0
Cn1c(=O)n(CC(=O)NCc2cccnc2)c2ccccc21 | ? | 0.2% | 8.4% | 1.0 | 1.5% | 0.5
CCOc1ccc(C)cc1S(=O)(=O)n1ccnc1 | -16.6% | 10.6% | -18.3% | 7.6 | -16.7% | -1.4
COC(=O)/C=C1\SC(=Nc2ccccc2)NC1=O | -22.2% | -0.9% | 2.3% | -6.3 | -18.4% | -3.1
CC12CCC(=O)N1C(C(=O)NNC(=O)c1cccc(Cl)c1)CS2 (configuration not stated) | 1.5% | 2.3% | -12.7% | / | / | /
CCOC(=O)c1cncc(NC(=O)c2ccccc2)c1 | 41.4%[activator] | 3.3% | 35.8%[activator] | -6.5 | 12.5% | -3.3
CC(C)OP(=O)(c1ccc(N(C)C)cc1)C(O)c1cccnc1 (configuration not stated) | ? | 24.9% | -21.4% | 25.6 | -1.2% | -0.8
COc1cccc(CN2CCCN(S(=O)(=O)c3ccc(Br)cc3)CC2)c1 | 36.2%[activator] | 39.8µM* | ? | -6.5 | -0.2% | -2.2
CCN1C(=O)C2(C(C#N)=C(N)Oc3n[nH]c(-c4ccccc4)c32)c2ccccc21 (configuration not stated) | / | -10.1% | -14.5% | -19.8 | -4.9% | -2.1
COC(=O)c1c(NC(=O)Cc2cccs2)sc2c1CCCC2 | ? | -0.8% | -5.5% | 21.6 | 4.2% | 29.6*
Cc1noc(C)c1S(=O)(=O)NCCCN1CCN(Cc2ccccc2)CC1 | 4.65µM* | -15.7% | 9.6% | -17.0 | 3.1% | -3.8
CCC1CCCCN1CCCNC(=O)c1ccc2nc(N3CCCCC3)sc2c1 (configuration not stated) | ? | -18.1% | -20.8% | 16.9 | -2.3% | 14.6
O=C(CSc1nnnn1C1CCCC1)Nc1ccccc1F | 109.3%[activator] | 19.3% | 14.4% | 31.3* | 1.0% | 12.5*
CCc1cccc(NC(=O)CCc2nc3sc4c(c3c(=O)[nH]2)CCCC4)c1 | ? | -0.3% | ? | / | / | /
O=C(COC(=O)c1ccc(Br)o1)Nc1ccc2[nH]c(=O)[nH]c2c1 | ? | -7.8% | -19.2% | / | / | /
O=C(c1ccc(F)cc1)C1CCN(C(=O)Nc2ccc(F)cc2F)CC1 | 29.4% | -4.7% | 3.7% | 23.3 | 10.3% | 5.9
O=C(CC1C(=O)NCCN1C(=S)Nc1ccccc1)Nc1ccc2c(c1)OCCO2 (configuration not stated) | 1.4% | -7.5% | 2.0% | -4.6 | 2.3% | -2.5
COc1ccc(CNC(=S)Nc2cc(C)ccc2C)cc1 | / | -0.5% | -29.6% | 1.3 | -0.4% | 0.6
Cc1ccc(NC(=O)NCC2CCN(Cc3cccc(Cl)c3)CC2)c(Cl)c1 | ? | -8.1% | -53.6% | -6.1 | 4.0% | 1.7
O=S(=O)(Cc1cc(-c2ccc(Cl)cc2)no1)c1ccccc1 | 85.6%[activator] | -6.0% | 115.1%[activator] | 44.2* | -3.3% | 38.0*
CCOc1ccc(N2C(=O)Nc3ccccc3C2(O)C(=O)NCc2ccc(F)cc2)cc1 (configuration not stated) | ? | -3.7% | ? | -10.4 | 6.0% | 0.1
COc1ccc(OCC(=O)Nc2ccccc2C(=O)NC(C)C)cc1 | 2.1% | / | 15.1% | 46.9 | -0.3% | -2.3
COc1ccc(S(=O)(=O)NC(CC(=O)O)c2ccco2)cc1 (configuration not stated) | 36.1%[activator] | ? | 4.6% | -19.3 | 5.4% | -4.0
CCCc1ccc2oc(C(=O)N3CCC[C@H]3CO)c(C)c2c1 | ? | 7.8% | 91.5%[activator] | 28.9* | -11.3% | 40.8*
O=C(COC(=O)c1ncc(Cl)c(Cl)c1Cl)NCc1cccs1 | 26.0% | -22.5% | ? | / | / | /
Cc1cnc(C(=O)OCC(=O)NC(=O)c2ccccc2)cn1 | 15.3% | -9.7% | 25.6% | / | / | /
Cc1ccc2cccc(OCCCOc3ccccc3CO)c2n1 | 42.1%[activator] | 6.5% | ? | 25.2 | 1.8% | 13.2*

Another view of 10 compounds above.
Value order – Pf growth 96h, Sm TGR block, Pf growth 48h, Shiga toxin inh, FBPA Giardia inh, Cycloheximide cs
> COc1ccc(CNC(=S)Nc2cc(C)ccc2C)cc1
  /, -0.5%, -29.6%, 1.3, -0.4%, 0.6
> Cc1ccc(NC(=O)NCC2CCN(Cc3cccc(Cl)c3)CC2)c(Cl)c1
  ?, -8.1%, -53.6%, -6.1, 4.0%, 1.7
> O=S(=O)(Cc1cc(-c2ccc(Cl)cc2)no1)c1ccccc1
  85.6%[activator], -6.0%, 115.1%[activator], 44.2*, -3.3%, 38.0*
> CCOc1ccc(N2C(=O)Nc3ccccc3C2(O)C(=O)NCc2ccc(F)cc2)cc1 (configuration not stated)
  ?, -3.7%, ?, -10.4, 6.0%, 0.1
> COc1ccc(OCC(=O)Nc2ccccc2C(=O)NC(C)C)cc1
  2.1%, /, 15.1%, 46.9, -0.3%, -2.3
> COc1ccc(S(=O)(=O)NC(CC(=O)O)c2ccco2)cc1 (configuration not stated)
  36.1%[activator], ?, 4.6%, -19.3, 5.4%, -4.0
> CCCc1ccc2oc(C(=O)N3CCC[C@H]3CO)c(C)c2c1
  ?, 7.8%, 91.5%[activator], 28.9*, -11.3%, 40.8*
> O=C(COC(=O)c1ncc(Cl)c(Cl)c1Cl)NCc1cccs1
  26.0%, -22.5%, ?, /, /, /
> Cc1cnc(C(=O)OCC(=O)NC(=O)c2ccccc2)cn1
  15.3%, -9.7%, 25.6%, /, /, /
> Cc1ccc2cccc(OCCCOc3ccccc3CO)c2n1
  42.1%[activator], 6.5%, ?, 25.2, 1.8%, 13.2*

(next part)
SMILES | Pf growth 96h | Sm TGR block | Pf growth 48h | Shiga toxin inh | FBPA Giardia inh | Cycloheximide cs
CC(C)(C)c1nnc2sc(SCC(=O)c3ccc(Cl)cc3)nn2c1=O | 0.0% | -34.1% | ? | 2.1 | -14.6% | -0.3
O=C(CN1CCN(S(=O)(=O)c2ccc(Cl)s2)CC1)N1CCCCC1 | -16.4% | -27.8% | -8.3% | / | / | /
O=C(COc1ccccc1F)Nc1ccc(S(=O)(=O)Nc2nccs2)cc1 | -9.3% | -19.7% | 3.1% | -6.7 | -7.5% | -7.6
CN1CCN(S(=O)(=O)c2ccc(NC(=O)c3ccc(Br)o3)cc2)CC1 | -14.4% | -1.6% | ? | 39.2 | 5.0% | 15.3
Fc1ccc(-n2nnc(-c3cccnc3Cl)n2)cc1 | 193.8%[activator] | 4.3% | 386.1%[activator] | 88.8* | 8.2% | 54.1*
CC(C)(C)OC(=O)C(C(=O)OC(C)(C)C)c1ccc(Cl)nn1 | 53.3%[activator] | 8.1%[57.1 µM] | 5.7% | -33.7 | -2.9% | -1.6
C#CCOc1c(Cl)cc(/C=N/O)cc1OC | 21.0% | -7.7% | -22.8% | -7.6 | 3.6% | -1.9
CCCc1nc2ccccc2c(=O)n1NC(=O)c1c(O)c2cccc3c2n(c1=O)CCC3 | 65.6%[activator] | 5.0% | 3.2% | 7.2 | -6.8% | 2.0
COc1ccc(C2CC(=O)c3cc(OC)c(OC)cc32)cc1OC (configuration not stated) | -24.9% | 7.4% | -61.9% | -9.0 | 13.9% | 5.8
CCOCCCNC(=O)c1cn(C)c2ccc(S(=O)(=O)N3CCCCC3)cc2c1=O | ? | 5.9% | -5.5% | 17.7 | / | -9.9
COc1ccccc1N1C(=O)C2C(C(=O)c3ccccc3)=NN(c3ccccc3OC)C2C1=O (configuration not stated) | -0.6% | ? | 12.1% | -1.4 | -0.1% | -1.4
COC(=O)c1ccc(CSc2ncn[nH]2)o1 | ? | -15.3% | -15.1% | -5.0 | -15.6% | -8.4
O=C(NCc1ccco1)NC12CC3CC(CC(C3)C1)C2 | -10.3% | -0.5% | ? | 10.5 | 2.1% | -0.8
CCC(C)NC(=O)CSc1n[nH]c(=O)n1CCc1ccccc1 (configuration not stated) | 20.2% | 0.2% | 10.4% | -13.0 | 10.1% | -3.1
O=C(CN1C(=O)c2cccc3cccc1c23)Nc1ccc(S(=O)(=O)Nc2nccs2)cc1 | / | -0.3% | ? | -13.5 | 15.3% | -0.7
Cc1ccc(S(=O)(=O)NC(C)(C)CN2CCCCC2)cc1 | -28.4% | -16.2% | -0.5% | -0.7 | 9.4% | -1.4
Cn1c(=O)c2c(nc(NCc3ccc4c(c3)OCO4)n2Cc2ccccc2)n(C)c1=O | -21.2% | 2.8% | 13.1µM* | -3.7 | -16.3% | -2.6
CCC(C)(C)C(=O)Nc1cc([N+](=O)[O-])ccc1Cl | -99.6% | 3.5% | -11.2% | -9.9 | 2.0% | -0.9
COCC(=O)Nc1cccc2ccccc12 | / | -2.4% | 24.9% | 2.9 | 22.5% | 3.0
COc1cc(OC)cc(C(=O)Nc2ccc(-c3nc4ccccc4o3)cc2)c1 | / | 0.0% | ? | 48.0* | -1.4% | 11.6
CC(C)Nc1nc(NC(C)C)nc(Oc2ccc(OCc3ccccc3)nn2)n1 | ? | 0.5% | / | -7.1 | -0.3% | -3.3
Cn1c(CN2CCOCC2)nnc1SCC(=O)Nc1ccc2c(c1)OCCO2 | 5.5% | -2.4% | 21.6% | -10.1 | -0.1% | 1.0
CCN1CCN(Cc2c3ccccc3cc3ccccc23)CC1 | 0.0% | -9.5% | ? | / | ? | -4.1
Cc1ccc(CN=Cc2[nH]c3ccc(Br)c(Cl)c3c2O)cc1 | / | 44.7µM* | 3.29µM* | 1.2 | ? | 4.4
O=C(Nc1cccnc1)c1sc2cccc(F)c2c1Cl | ? | -34.6% | 35.4%[activator] | 47.4* | -0.5% | 38.2*
O=C(NCc1ccco1)C(c1ccccc1)N(CC1CCCO1)C(=O)Cn1nnc2ccccc21 (configuration not stated) | 0.0% | -20.0% | ? | -22.9 | -7.9% | -0.6
COc1ccc(NC(=O)c2oc3ccccc3c2C)cn1 | -65.0% | 5.3% | -10.8% | -17.5 | / | 4.5
C=CCSc1nc2sc(C)c(C)c2c(=O)[nH]1 | 5.4% | -13.3% | 9.7% | -4.4 | -1.1% | -2.7

Screens: PubChem, National Center for Advancing Translational Sciences (NCATS)
